Source: PubChem (several laboratories)
K1F lysis inhibition: protection from phage-mediated lysis, alamar blue read-out – E. coli UTI89, K1F phage, bacterial capsule biogenesis inhibitors (AID 488966); E. coli UTI89 K1F phage lysis, alamar blue, 2 h; higher % means a stronger effect; inhibition, % at 100 µM, or IC50 in µM where a hit was titrated; 340,000 tested, 0.02% active;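 active = phage lysis inhibition, versus mean bacterial control, above a set limit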;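 also: capsule biogenesis inhibitors block K1F phage lysis so surviving cells raise fluorescence; higher fluorescence means more inhibition of phage lysis; actives were called in the ten point dose series up to 300 µM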
AID2073: inhibitors of Mint1-CaV2.2 protein interaction, biochemical, HTRF (AID 2073). HTRF protein-protein interaction, Mint1-CaV2.2; higher % means a stronger effect. inhibition, % at 20 µM; hits with a dose series show IC50 in µM. 290,000 tested, 0.19% active; in the data active = inhibition mostly above about 51%, no sharp cut-off; also: some results filed as inactive read as strong as hits
GPR35 antagonists: inhibition of zaprinast-stimulated GPR35 beta-arrestin translocation – imaging, U2OS, beta-arrestin-GFP, zaprinast agonist, primary screen (AID 2058); 290,000 tested, 0.052% active; U2OS GPR35 beta-arrestin-GFP translocation imaging, zaprinast antagonism; higher % means a stronger effect; one-dose inhibition, % at 10 µM; IC50 in µM for titrated hits;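 active = inhibition of at least 50% with at least 30 cells and total cytoplasm GFP at most 10,000,000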
NTR1 ag: agonists of NTR1, primary screen, imaging, U2OS cells, beta-arrestin-GFP, high content (AID 493036). activation, % at 20 µM. P30989. NTR1-U2OS beta-arrestin-GFP spot imaging, agonist mode. 330,000 tested, 0.17% active;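 active = activation at or above 40% of the spot to cytoplasm intensity ratio, with at least 20 cells analyzed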;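 also: 0% = DMSO without peptide and 100% = 100 nM NTR1 peptide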
Target sequence (P30989 whole entry, looked up): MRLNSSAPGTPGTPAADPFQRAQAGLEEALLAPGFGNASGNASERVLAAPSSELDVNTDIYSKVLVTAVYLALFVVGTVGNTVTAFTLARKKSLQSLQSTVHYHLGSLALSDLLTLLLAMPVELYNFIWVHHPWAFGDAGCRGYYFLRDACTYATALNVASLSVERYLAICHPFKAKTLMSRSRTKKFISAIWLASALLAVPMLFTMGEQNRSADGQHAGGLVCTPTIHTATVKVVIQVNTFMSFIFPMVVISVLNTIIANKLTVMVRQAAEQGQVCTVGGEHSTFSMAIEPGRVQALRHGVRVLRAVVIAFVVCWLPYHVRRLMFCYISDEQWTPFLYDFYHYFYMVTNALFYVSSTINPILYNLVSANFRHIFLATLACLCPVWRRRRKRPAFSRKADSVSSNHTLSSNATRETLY
HIV fusion peptide: cell-free HIV fusion peptide-binding blockers – biochemical, uHTS, fluorescence dequenching, primary screen (AID 1986); cell-free peptide binding, fluorescence dequenching, 30 min; higher % means a stronger effect; inhibition, % at 20 µM; hits with a dose series show IC50 in µM; 290,000 tested, 0.3% active; in the data active = inhibition mostly above about 52%, no sharp cut-off; inactive = mostly below about 76%; also: some results filed as inactive read as strong as hits
GPR55 antagonists: GPR55 antagonists blocking LPI-driven arrestin recruitment, primary screen, imaging, U2OS, beta-arrestin-GFP, LPI agonist (AID 2013) | U2OS GPR55 beta-arrestin-GFP translocation imaging, LPI antagonism; higher % means a stronger effect | inhibition, % at 10 µM; hits with a dose series show IC50 in µM | 290,000 tested, 0.13% active;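 active = spots per cell inhibited over 60%, with over 100 cells counted and total cytoplasm intensity under 500,000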;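 also: U2OS cells stably carrying GPR55 and arrestin-GFP stimulated by 5 µM LPI near EC80; imaged beta-arrestin-GFP aggregate spots per cell after agonist stimulation; plate controls were LPI-stimulated DMSO wells for no effect and DMSO wells without LPI for full effect; some results filed as inactive read as strong as hits; confirmed hits need IC50 under 10 µM and bright autofluorescent wells are also inconclusive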
Siah-1 displacement: blockers of Siah-1 interaction with plectin peptide – biochemical, fluorescence polarization, rhodamine-plectin, uHTS, primary screen (AID 1817); Siah-1 / rhodamine-plectin peptide fluorescence polarization; higher % means a stronger effect; one-dose displacement, % at 20 µM; IC50 in µM for titrated hits; 290,000 tested, 0.02% active;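 active = displacement of at least 50% at 20 µM, with a fluorescence ratio check between 0.3 and a set limit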;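 also: plate controls were Siah plus tracer with DMSO for no effect and tracer alone without Siah for full effect; strong numbers were not always called active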
Dengue-2 NS5 capping: flavivirus cap methylation enzyme inhibition – biochemical, confirmation dose response, primary screen (AID 588689) | Dengue-2 NS5 methyltransferase capping enzyme assay, biochemical; higher % means a stronger effect | 340,000 tested, 0.3% active | inhibition, % at 25 µM, or IC50 in µM where a hit was titrated; in the data active = a potency from the dose series
GPR55 beta-arrestin: selective activators of receptor GPR55 – imaging, U2OS cells, beta-arrestin-GFP redistribution, primary screen (AID 1961) | U2OS GPR55 beta-arrestin-GFP redistribution imaging; higher % means a stronger effect | activation, % at 10 µM, or EC50 in µM where a hit was titrated | 290,000 tested, 0.048% active;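 active = activation above 40% with more than 50 cells counted in the well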;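 also: U2OS osteosarcoma cells stably expressing GPR55 and beta-arrestin-GFP; plate controls were DMSO negative control for no effect and LPI positive control for full effect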
NTR1 ag cell count 20 µM: further read-out of NTR1 ag, marked with its call; cell count; measured here: cell count, cytotoxicity flag
Numbers without * were called inactive; . = not tested or not shown; & = joins results of further samples; [ ] = remark or other dose.

SMILES	K1F lysis inhibition	AID2073	GPR35 antagonists	NTR1 ag	NTR1 ag cell count 20 µM	HIV fusion peptide	GPR55 antagonists	Siah-1 displacement	Dengue-2 NS5 capping	GPR55 beta-arrestin
O=c1[nH]c2ccccc2[n+]([O-])c1-c1ccccc1	0.9%	-6%	-4%	1.9	33	-0.6%	17%	2%	0%	0.6%
O=C(O)CCNC1C=CS(=O)(=O)C1 (configuration not stated)	.	-2%	1%	1.2	44	-0.3%	2%	1%	.	0.3%
NNC(=O)c1[nH]c2ccc([N+](=O)[O-])cc2c1-c1ccccc1	0.1%	11%	4%	2.4	96	-2.3%	60%	4%	8%	-0.2%
Cc1ccc(C(=S)N2CCN(Cc3ccccc3)CC2)s1	0.3%	3%	3%	4.7	51	-3.1%	3%	-4%	-5%	-0.5%
O=C(NCc1nnc(SCC(=O)N2CCCC2)o1)c1cccc(C(F)(F)F)c1	1.5%[50 µM]	3%	12%	4.5	58	-1.5%	-24%	-4%	-1%	0.0%
COC(=O)Nc1ccc(S(=O)(=O)Nc2ncccn2)cc1	1.3%	2%	12%	0.7	34	-0.9%	12%	5%	5%	0.2%
CC(=O)Nc1c(C(=O)N2CCCCCC2)cnn1-c1ccccc1	0.1%	2%	1%	0.3	55	2.5%	-9%	6%	-3%	-0.1%
CC(=O)c1ccc(Nc2nc(N3CCOCC3)nc(N3CCOCC3)n2)cc1	0.1%	0%	6%	-0.9	46	2.7%	1%	4%	-6%	0.3%
Cc1cccc(NC(=O)c2ccc(C3SCC(=O)N3CCc3ccccc3)cc2)c1 (configuration not stated)	0.1%[50 µM]	10%	1%	5.7	54	-2.9%	9%	12%	2%	0.1%
O=C(O)CCSc1ccc([N+](=O)[O-])cc1[N+](=O)[O-]	0.0%	-19%	-10%	2.7	45	-2.3%	10%	8%	-2%	-0.1%
Cc1cccc(-c2nnc(SCC(=O)c3ccc(O)cc3O)n2C)c1	-0.5%	-11%	23%	2.3	51	2.7%	4%	3%	9%	-0.2%
O=C(N/C(=C/c1ccco1)C(=O)N1CCCCCC1)c1ccccc1	0.2%	-6%	0%	-0.4	52	-0.2%	19%	1%	7%	0.0%
COCc1ccc(C(=O)N2CCCC(Nc3ccc(F)c(F)c3)C2)s1 (configuration not stated)	-0.1%	8%	2%	2.9	53	-1.1%	4%	-1%	3%	-0.1%
Cc1c(N=Nc2ccc(N(C)C)cc2)c(=O)n(-c2ccccc2)n1C	0.4%	-18%	-15%	.	.	9.0%	6%	-3%	-12%	0.2%
COc1cccc(NC(=O)Cn2c3ccc(F)cc3c3nc4n(c(=O)c32)CCS4)c1	0.3%	5%	8%	3.8	71	1.0%	14%	11%	-1%	-0.2%
COc1cccc(N(CC(=O)NCCSCc2ccco2)S(=O)(=O)c2ccccc2)c1	-0.1%	-1%	-20%	-1.3	42	-0.8%	-8%	-2%	2%	-0.2%
CCOc1ccc2[nH]c(=O)c(CN(Cc3ccccc3OC)C(=O)c3ccccc3)cc2c1	0.6%	7%	-15%	3.4	67	6.4%	9%	4%	-2%	-0.1%
CCCCS(=O)(=O)Nc1ccc2ncn(C)c(=O)c2c1	0.2%	7%	2%	-1.8	53	1.6%	8%	0%	-5%	0.3%
CN(C(=O)c1ccccc1)c1ccc(OCC(=O)NC2CCS(=O)(=O)C2)cc1 (configuration not stated)	5.0%	1%	10%	0.3	59	-2.7%	6%	-6%	0%	-0.1%
COc1ccc(C2=NS(=O)(=O)N(C)C(C(=O)NC3CCCCC3)=C2)cc1	0.6%	13%	-5%	1.5	54	0.2%	6%	5%	1%	0.0%
Nc1c(C(=O)Nc2ccccc2)sc2ncc([N+](=O)[O-])cc12	.	-4%	9%	0.7	39	-1.3%	-3%	8%	.	0.3%
COc1ccc(C(=O)N2CCCC(Nc3ccc(F)cc3)C2)c(OC)c1 (configuration not stated)	-0.1%	-8%	-5%	-0.1	64	-0.7%	10%	6%	1%	-0.1%
CC12C=CC3(O1)C(C(=O)N(c1ccccc1)C3C(=O)NC1CCCC1)C2C(N)=O (configuration not stated)	0.0%	1%	0%	1.3	81	1.1%	3%	0%	-3%	1.1%
N#Cc1nc(Cc2cccc3ccccc23)oc1NCc1ccc(F)cc1	0.1%	2%	-11%	14	46	1.3%	19%	4%	-4%	-0.1%
O=C(CN1C(=O)C(=O)c2ccccc21)OCN1C(=O)c2ccccc2C1=O	-1.3%	-3%	-1%	-1.5	84	0.6%	15%	2%	-17%	0.0%
COc1ccc(OC)c(C2CC(=O)N3CN(c4cccc(Cl)c4)CSC3=C2C#N)c1 (configuration not stated)	6.2%	38%	3%	1.0	79	-0.4%	-3%	3%	8%	-0.1%
CC(=O)Nc1ccnn1C1CCN(C(=O)c2cccc(C)c2C)CC1	1.6%	0%	29%	-0.5	62	-0.9%	-7%	-1%	0%	1.3%
Cc1cc(C)n(C(=O)Cn2nc([N+](=O)[O-])cc2C)n1	0.6%	-4%	6%	1.0	75	0.0%	-1%	-5%	-5%	-0.5%
CCc1cc(-c2onc(C)c2-c2cscn2)c(O)cc1OC	-0.4%	-1%	8%	1.2	39	-1.5%	-4%	-6%	.	-0.5%
CC(Sc1cccc(C(F)(F)F)c1)C(=O)NC(N)=O (configuration not stated)	0.2%	6%	-1%	2.6	42	1.4%	2%	-3%	0%	-0.2%
Cc1cccc(N(C(=O)c2snc(C(N)=O)c2N)C(C(=O)NCC2CCCO2)c2ccc(N(C)C)cc2)c1C (configuration not stated)	0.2%	43%	-1%	-2.5	51	-2.0%	-5%	-2%	2%	-0.2%
CC(C)(C)c1cc(N/C=C\c2nnnn2-c2ccc(Br)cc2)no1	0.1%	-1%	-8%	5.4	80	1.8%	-1%	-2%	-6%	-0.4%
Cc1cccc(N2CCN(C(=O)c3c(-c4ccccc4Cl)noc3C)CC2)c1C	0.4%	5%	9%	7.1	45	1.3%	-13%	10%	-11%	-0.1%
CCOc1cc(C(=O)NCc2ccc(-c3nc4ccccc4o3)cc2)cc(OCC)c1OCC	0.9%	10%	20%	-0.5	85	23%	7%	-2%	0%	-0.3%
Cc1ccc(-n2c(SCC(=O)N(C)C)nnc2-c2ccco2)cc1	0.0%	9%	0%	-1.0	80	0.0%	9%	3%	-7%	0.3%
Cc1ccccc1OCc1n(CC(=O)OC2CC(C)CCC2C(C)C)c2ccccc2[n+]1C (configuration not stated)	-3.9%&-1.0%	12%&20%	-1%&-12%	30	46	-0.2%&2.2%	10%&9%	-4%&2%	4%&-16%	68%*
COc1ccc(-c2nc3ccccc3s2)cc1	0.2%	6%	13%	.	.	0.3%	-1%	9%	-10%	0.5%
CCOc1cccc(=O)c2c(C)n(-c3ccc(C(=O)O)cc3)c(C)c12	0.2%	7%	-14%	0.7	55	17%	12%	4%	15%	-0.3%
CC1=NN(c2ccccc2)C(=O)/C1=C/c1cc(C)n(C2CC2)c1C	-3.3%	-4%	-18%	3.6	46	13%	5%	1%	-5%	-0.1%
CCOc1ccc(Nc2nc(Nc3ccc(O)cc3)nc(C)c2[N+](=O)[O-])cc1	2.2%	38%	4%	2.9	33	-0.7%	14%	0%	-8%	0.0%
CC(=O)c1ccc(NC(=O)c2ccc(NC(=O)CCS(=O)(=O)c3cccs3)cc2)cc1	0.1%	6%	-9%	14	47	1.2%	3%	23%	-10%	-0.1%
COc1ccc(N(CC(=O)NC(C)(C)C)S(=O)(=O)c2ccccc2)cc1OC	4.2%	0%	15%	0.2	40	1.4%	6%	0%	0%	-0.1%
CC(Oc1ccccc1)C(=O)Nc1ccc(S(=O)(=O)N2CCOCC2)cc1 (configuration not stated)	1.0%	-3%	11%	1.2	44	9.2%	-1%	0%	-2%	-0.1%
CCCCn1c(N)c(N(CC)C(=O)CCNC(=O)NC23CC4CC(CC(C4)C2)C3)c(=O)[nH]c1=O	-0.3%	-9%	11%	1.9	77	0.0%	7%	4%	0%	0.0%
Cc1cc(NC(c2ccc(Cl)cc2)c2ccc3cccnc3c2O)no1 (configuration not stated)	1.2%	0%	1%	1.2	38	0.3%	2%	-9%	1%	-0.1%
CCCc1cc(=O)n2nc(N3CCC(C(=O)N4CCN(c5ccc(OC)cc5)CC4)CC3)sc2n1	0.5%	2%	18%	1.2	74	-0.2%	-6%	0%	-1%	-0.1%
CC(C)Cn1c(N)c(C(=O)COC(=O)c2cc(C3CC3)nc3ccccc23)c(=O)n(C)c1=O	.	7%	-19%	21	58	3.9%	-3%	-2%	.	0.3%
O=C(CCS(=O)(=O)c1ccccc1)Nc1nncs1	-0.2%	23%	8%	-0.8	43	-1.3%	1%	2%	-4%	0.5%

Sorted by the number under GPR55 antagonists (largest number first): some entries from above
| smiles | AID2073 | GPR35 antagonists | HIV fusion peptide | GPR55 antagonists | Siah-1 displacement | Dengue-2 NS5 capping | GPR55 beta-arrestin |
| --- | --- | --- | --- | --- | --- | --- | --- |
| O=C(CN1C(=O)C(=O)c2ccccc21)OCN1C(=O)c2ccccc2C1=O | -3% | -1% | 0.6% | 15% | 2% | -17% | 0.0% |
| Cc1ccc(-n2c(SCC(=O)N(C)C)nnc2-c2ccco2)cc1 | 9% | 0% | 0.0% | 9% | 3% | -7% | 0.3% |
| COc1ccc(C2=NS(=O)(=O)N(C)C(C(=O)NC3CCCCC3)=C2)cc1 | 13% | -5% | 0.2% | 6% | 5% | 1% | 0.0% |

Continuation:
SMILES	K1F lysis inhibition	AID2073	GPR35 antagonists	NTR1 ag	NTR1 ag cell count 20 µM	HIV fusion peptide	GPR55 antagonists	Siah-1 displacement	Dengue-2 NS5 capping	GPR55 beta-arrestin
CCCCNC(=O)c1cc(-c2ccc3c(c2)OCO3)on1	-0.1%	-9%	-6%	3.1	83	0.6%	16%	14%	3%	-0.2%
COC(=O)c1c(C)[nH]c(C)c1C(C)=O	0.1%	-8%	2%	-0.2	52	0.2%	-6%	3%	6%	0.5%
NC(=O)c1ccc(CN2CCc3ccccc3C2)cc1	0.2%	5%	1%	-0.4	63	-1.1%	8%	1%	-6%	-0.2%
Cn1c(=O)[nH]c(=O)c2c1nc(NCCCO)n2Cc1ccc(F)cc1	0.2%	5%	6%	-0.1	43	-2.4%	-18%	-2%	-9%	-0.3%
CC(C)CCNCC1OCc2ccccc2CO1	1.7%[50 µM]	0%	-4%	-1.5	81	2.8%	1%	14%	-2%	0.1%
COc1ccc(CC(=O)OCC(=O)Nc2cccc(Cl)c2)cc1	1.5%	7%	1%	0.6	67	0.0%	-8%	-1%	-1%	0.8%
CCOc1ccccc1N/C(=N/c1nc(C)cc(C)n1)NC(=O)Nc1ccc(Cl)c(Cl)c1	.	4%	-1%	-1.7	62	2.4%	-2%	0%	.	-0.3%
